KCNQ2 block – KCNQ2 potassium channel inhibitors, primary screen, cell-based, CHO-K1, FluxOR thallium flux, B-score (AID 2156). O88943. 20 min; hits give low values. B-score at 10 µM. 310,000 tested, 1.1% active;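 active = fluorescence ratio B-score at most minus 3 library SDs, with starting brightness B-score within 2 library SDs, cut at about -5.5 in these data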
Kir21 inh – Kir2.1 (mouse) channel inhibition. P35561. HEK293-Kir2.1, FluxOR thallium flux fluorescence; hits give low values. B-score at 10 µM. 310,000 tested, 0.85% active. AID 1672;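 active = fluorescence ratio B-score at or below minus 3 SD of library scores, with starting-brightness B-score within 2 SD, cut at about -4.2 in these data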;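 also: channel flux triggered by added potassium and thallium sulfate stimulus; B-score of peak minus minimum fluorescence over baseline after thallium stimulus; more negative B-score means stronger Kir2.1 block with less thallium influx; some compounds called inactive have numbers as strong as hits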
Target sequence (P35561 whole entry, looked up): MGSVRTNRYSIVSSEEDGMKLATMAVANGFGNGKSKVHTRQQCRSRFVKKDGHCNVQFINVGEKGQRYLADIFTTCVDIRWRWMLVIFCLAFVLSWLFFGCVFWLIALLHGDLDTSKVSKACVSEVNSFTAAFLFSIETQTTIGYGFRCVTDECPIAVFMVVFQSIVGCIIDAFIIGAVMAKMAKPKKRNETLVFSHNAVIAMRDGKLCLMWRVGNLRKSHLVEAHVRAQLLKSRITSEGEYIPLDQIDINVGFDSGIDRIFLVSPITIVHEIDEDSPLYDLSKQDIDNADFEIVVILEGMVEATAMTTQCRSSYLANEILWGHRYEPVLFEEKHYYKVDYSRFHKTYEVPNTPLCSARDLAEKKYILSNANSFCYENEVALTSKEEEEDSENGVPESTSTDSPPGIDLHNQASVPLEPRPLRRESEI
Active calls of the source: *; i = inactive.

KCNQ2 block | Kir21 inh | SMILES
i | -2 | COc1ccc(CCNC(=O)CNS(=O)(=O)c2cccs2)cc1OC
i | 0.95 | CCC(NC(=O)c1ccccc1O)c1ccccc1 (stereo not given)
i | -0.21 | CCOC(=O)N1CCN(S(=O)(=O)c2cn(C)c(=O)n(C)c2=O)CC1
i | -0.24 | COC(=O)c1ccc(-n2c(C)cc(C(=O)CSc3ccc(NC(C)=O)cc3)c2C)cc1
i | -1.71 | Cc1nn(C)cc1-c1n[nH]c(=S)n1-c1ccc(Cl)cc1
i | 0.25 | NC(=O)C1CCN(C(c2ccccc2F)c2nnnn2Cc2ccco2)CC1 (stereo not given)
i | -0.55 | O=C1CC(c2cc(Br)ccc2F)c2cc3c(cc2N1)CCC3 (stereo not given)
i | 2.46 | CCOC(=O)C1CCN(c2nc(C)nc3c2oc2ccccc23)CC1
i | -1.65 | COc1ccc(CCNC(=O)C(=O)NCC2OCCN2S(=O)(=O)c2ccccc2)cc1OC (stereo not given)
i | 0.38 | O=C(Nc1ccc(OC(F)(F)F)cc1)c1ccc2c(c1)no[n+]2[O-]
i | 0.21 | CC(=O)N1CCC(C(=O)Nc2ccccc2)(N(Cc2ccccc2)C(=O)c2cccnc2)CC1
i | 0.36 | O=C1CSC(c2cccnc2)N1Cc1cccnc1 (stereo not given)
i | -3.26 | N#CCCN(C1CCCCC1)S(=O)(=O)CCOc1ccccc1
i | 0.09 | Cc1ccc(CN2CCN(Cc3cn(C)nc3C)CC2CCO)o1 (stereo not given)
i | -1.77 | Cc1cccn2c(=O)c3cc(C(=O)NCC4CCCO4)c(=N)n(CCc4ccccc4)c3nc12 (stereo not given)
i | 0.98 | CCc1ccc(NC(=O)CCn2nc(C)c(S(=O)(=O)N3CCCCC3)c2C)cc1
i | -2.65 | O=C(COc1ccccc1C(=O)O)Nc1nc2ccc([N+](=O)[O-])cc2s1
i | -1.47 | CCN(CC(=O)Nc1ccc(NC(C)=O)cc1)C(=O)c1ccccc1CCc1ccccc1
i | -1.64 | CCOc1ccc(C(C)(C)C)cc1S(=O)(=O)N1CC(C)OC(C)C1 (stereo not given)
i | 0.95 | COc1cc(CC(=O)Nc2ccc(S(=O)(=O)NC3=NCCCCC3)cc2)cc(OC)c1OC
i | -0.02 | Oc1[nH]c2ccccc2c1C=Nc1ccccc1
i | 1.63 | COc1ccc(C(=O)Nc2nc3ccc(S(C)(=O)=O)cc3s2)cc1OC
i | -0.54 | COc1cc(Cl)ccc1S(=O)(=O)n1nc(C)cc1C
i | -1.58 | CCN(C(C)=O)c1cccc2ccccc12
i | 0.01 | Cc1cccc(NS(=O)(=O)c2cccc(C(=O)NCC3(N4CCCCC4)CCCCC3)c2)c1
i | -0.61 | COc1ccccc1/C=N/NC(=O)CC(=O)NCc1ccccc1
i | 0.48 | CCOC(=O)CCS(=O)(=O)c1ccc(-c2ccc(S(=O)(=O)CCC(=O)OCC)cc2)cc1
i | 0.25 | Cc1ccc(Cl)cc1N1CCN(C(=O)Cc2cn(C)c3ccccc23)CC1
i | 2.3 | CCCNc1ncnc2onc(C)c12
i | -0.25 | Cc1ccc(N2C(=O)C3CCC(c4ccccc4)CC3C2=O)cc1 (stereo not given)

Shown with bars between the fields: entries from further up.
molecule | KCNQ2 block | Kir21 inh
N#CCCN(C1CCCCC1)S(=O)(=O)CCOc1ccccc1 | i | -3.26
Cc1ccc(CN2CCN(Cc3cn(C)nc3C)CC2CCO)o1 (stereo not given) | i | 0.09
Cc1cccn2c(=O)c3cc(C(=O)NCC4CCCO4)c(=N)n(CCc4ccccc4)c3nc12 (stereo not given) | i | -1.77
CCc1ccc(NC(=O)CCn2nc(C)c(S(=O)(=O)N3CCCCC3)c2C)cc1 | i | 0.98

Following part
KCNQ2 block | Kir21 inh | SMILES
i | 3.79 | c1coc(CNc2ncnc3sc4c(c23)CCCCC4)c1
i | 1.56 | CCCCN(C(=O)/C=C/c1ccco1)c1c(N)n(CCC)c(=O)[nH]c1=O
i | -0.13 | O=C(O)c1ccc(Cl)c(S(=O)(=O)NC(Cc2ccccc2)C(=O)O)c1 (stereo not given)
i | 1 | CCOC(=O)c1cn2nc(SCc3ccccc3)nc2nc1C
i | -0.66 | CC12CCC(c3nnc(SCc4ccc(Cl)cc4)nc31)C2(C)C (stereo not given)
i | 0.58 | Cc1ccc(S(=O)(=O)NC2=NCN(CCOC(=O)c3ccccc3)CN2)cc1
i | 0.5 | Cc1cccc(C(C)C)c1NC(=O)C(C)OC(=O)Cn1cnc2c1c(=O)n(C)c(=O)n2C (stereo not given)
i | -0.01 | Cc1cc(C)n2nc(SCC(=O)N(CC(C)C)c3c(N)n(CC(C)C)c(=O)[nH]c3=O)nc2n1
i | -0.28 | Cc1ccc2nc(NC(=O)C3CSC4(C)CCC(=O)N34)sc2c1 (stereo not given)
i | 1.06 | COC(=O)C1C(=O)NCC1c1ccc(OC)cc1 (stereo not given)
i | -0.01 | CC(C)(C)c1ccc(OCCCC(=O)NNC(=O)c2ccccc2O)cc1
i | -0.67 | CCOC(=O)c1ccc(NC(=O)CSc2nnc(COc3ccccc3OC)n2CC)cc1
i | 0.88 | O=C(CSc1ccc(-c2ccco2)nn1)c1cccc([N+](=O)[O-])c1
i | 1.55 | CCOCc1cnc(C)nc1NCC(=O)c1c(C)[nH]c2ccccc12
i | 2.81 | Cc1ccccc1NC(=O)c1cn2c(nc3ccccc32)c(C#N)c1C
i | 1.26 | CCn1cc(C(=O)NCCC(C)C)c(=O)c2cc(S(=O)(=O)N3CCCCC3)ccc21
i | 0.77 | COn1c(=O)c(=O)n(O)c2ccccc21
i | 0.05 | CCOC(=O)N1CCN(C(=O)CSCc2ccccc2)CC1
i | -0.34 | COc1c(C)cccc1C(=O)NC(=S)Nc1cccc2nsnc12
i | 0.05 | O=C(c1ccc(Cl)cc1)C(CN1CCCCC1)c1ccccc1 (stereo not given)
i | 0.31 | O=C(N/N=C\c1ccc[nH]1)c1cncc(Br)c1
i | 0.54 | Cc1cccc(NC(=O)c2ccc3c(=O)n(CC4CCCO4)c(=S)[nH]c3c2)c1 (stereo not given)
i | 0.85 | Cc1c(C(=O)N2CCN(c3ccccn3)CC2)oc2c1C(=O)CC(C)(C)C2
i | 1.97 | CCCN=Cc1sc2ccc(OCC)cc2c1O
i | 0.26 | C/C(=N\Nc1ccc(S(=O)(=O)Nc2ccccc2)cc1[N+](=O)[O-])c1ccncc1
i | 0.44 | COCCCNC(=O)/C(C#N)=C/c1c(N2CCN(c3ccc(OC)cc3)CC2)nc2c(C)cccn2c1=O
i | -4.44* | CCOc1cc(CNC2CCCC2)ccc1OCc1ccccc1Cl
i | -1.65 | CCOC(=O)N1c2ccccc2Sc2ccccc21
i | 0.43 | CCOC(=O)N1CCC(=NNC(=O)COc2ccc(OC)cc2)CC1
i | 0.03 | CC(=O)Nc1nc(CCC(C)C)cc2c1c(=O)oc1ccccc12

Laid out differently: entries from further up.
Structure	KCNQ2 block	Kir21 inh
CCOc1ccc(C(C)(C)C)cc1S(=O)(=O)N1CC(C)OC(C)C1 (stereo not given)	i	-1.64
CCCN=Cc1sc2ccc(OCC)cc2c1O	i	1.97
CCOC(=O)N1CCC(=NNC(=O)COc2ccc(OC)cc2)CC1	i	0.43
CC(C)(C)c1ccc(OCCCC(=O)NNC(=O)c2ccccc2O)cc1	i	-0.01
CCOC(=O)c1cn2nc(SCc3ccccc3)nc2nc1C	i	1

Following part
KCNQ2 block | Kir21 inh | SMILES
i | -0.01 | Cc1nn(CC(O)COc2ccc3c(c2)CCC3)c(C)c1Br (stereo not given)
i | -0.91 | CCOC(=O)CCCCC(=O)c1[nH]c(=O)[nH]c1C[n+]1ccccc1
i | -0.54 | O=c1c2ccccc2nnn1CSc1nnc2ccccn12
i | 0.84 | Cc1nc2c3ccccc3nc(NNC(=O)CCC(=O)NC3CCCC3)n2n1
i | 0.18 | Cc1cc(C)c2[nH]c(O)c(N=NC(=O)c3cc4c(s3)CCCC4)c2c1
i | 0.22 | COc1ccc(C(CNC(=O)c2ccc(C)c(S(=O)(=O)N3CCCCC3)c2)N(C)C)cc1OC (stereo not given)
i | 0.63 | CC(=O)N1CCC(N(CCCOC(C)C)C(=O)Nc2ccc(C)c(C)c2)CC1
i | -1.65 | CCCC1=NCCn2cccc21
i | 0.13 | Nc1c2c(nc3sc4c(c13)CCCC4)-c1ccccc1CC2
i | -6.23* | CC(c1ccccc1C(O)(c1ccccc1)c1ccccc1)N(C)C (stereo not given)
i | 0.07 | CCC(=O)Nc1ccc2c(c1)ncn2-c1ccc(OC)cc1
i | 0.48 | N#C/C(=C\c1ccc(Cl)cc1)c1nc2ccccc2o1
i | 1.19 | CCCCC1OC23CCCCC2C(C#N)(C(=N)O3)C1(C#N)C#N (stereo not given)
i | 0.17 | CN1C(=O)C(O)(C2COC(C)(C)CC2=O)c2ccccc21 (stereo not given)
-6.98* | 1.95 | Cc1ccc(NC(=O)NC2=N/C(=C(/C#N)C(=O)N3CCCC3)c3ccccc32)cc1
i | 0.2 | O=C1Nc2ccc(Br)cc2C12OCCO2
i | 0.85 | COC(=O)C(CCSC)NC(=O)C12CC3CC(CC(C3)C1)C2 (stereo not given)
i | 1.97 | COCCCn1c(=O)c2ccccc2n2c(=S)[nH]nc12
i | -0.04 | COc1ccc(CNC(=O)C2(CC3CC(c4ccccc4)=NO3)CCNCC2)cc1 (stereo not given)
i | 0.15 | C=C1CCN([C@H](C(=O)NCc2cc(OC)c(OC)c(OC)c2)C(C)C)S(=O)(=O)c2ccccc21
i | 0.73 | Cc1cccc(/C=C2/S/C(=N/N=C3\CC4CCC3(C)C4(C)C)NC2=O)c1 (stereo not given)
i | -0.96 | CCCCCCOc1ccc(N2C(=O)CC(N3CCN(CCN=CC4=C(O)CC(C)(C)CC4=O)CC3)C2=O)cc1 (stereo not given)
i | -0.67 | CC(C)CCNC(=O)Cn1c2c(c(-c3ccccc3Cl)cc1=O)CCC2
i | -1.45 | CCS(=O)(=O)c1c(S(=O)(=O)CC)c2ccccn2c1C(N)=O
i | -2.25 | O=C(c1ccccc1)c1cnc2ccc(Cl)cc2c1N1CCOCC1
i | 0 | COc1ccc(Nc2nc(-c3cccs3)cs2)cc1
i | 1.05 | CCOC(=O)N1CCN(C2CCCN(C(=O)c3ccccc3C(F)(F)F)C2)CC1 (stereo not given)
i | 1.64 | COc1ccccc1N(C(=O)c1snc(C(N)=O)c1N)C(C(=O)NC1CCCC1)c1ccc(N(C)C)cc1 (stereo not given)
i | 1.63 | COc1cc(NC(=O)Cn2cnc3c(nc4n3CCCCC4)c2=O)cc(OC)c1OC
i | -2.31 | CCC(=O)Nc1nonc1-c1nc2ccccc2n1Cc1cccc2ccccc12

One compound at a time, as listed above. Values in the order: KCNQ2 block, Kir21 inh
Listed for `CCCCN(C(=O)/C=C/c1ccco1)c1c(N)n(CCC)c(=O)[nH]c1=O` → i, 1.56
Listed for `CCN(CC(=O)Nc1ccc(NC(C)=O)cc1)C(=O)c1ccccc1CCc1ccccc1` → i, -1.47

Next part.
KCNQ2 block | Kir21 inh | SMILES
i | -1.12 | CC(C)C[C@H](NC(=O)c1nc[nH]c1C(=O)NCC(=O)OC(C)(C)C)C(=O)OC(C)(C)C
i | -0.21 | Cc1cccc(N2CCN(c3nc4nonc4nc3N3CCSCC3)CC2)n1
i | -0.63 | CCOC(=O)NC(NC(=S)Nc1ccc(OCC)cc1)C(Cl)(Cl)Cl (stereo not given)
i | -0.55 | CC1(C)CC(=O)C(C=NCCc2ccc(O)cc2)=C(O)C1
i | -1.13 | COc1ccccc1OCC(=O)Nc1ccc(N2CCCCC2)cc1
i | -0.28 | O=C(CSc1ccc(-c2cccnc2)nn1)Nc1ccc(F)cc1F
i | 0.02 | Cn1cc(Br)c(C(=O)N2CCc3ccccc32)n1
i | 1.03 | C=C(C(=O)Nc1ccccc1)c1ccc(C)cc1
i | 1.3 | CCCn1nc(NS(=O)(=O)c2cccc3nonc23)c2cc3cc(C)ccc3nc21
i | -2.06 | Cc1ccc(-c2cc(C(F)F)nc(N3CCOCC3)n2)cc1
i | 0.13 | CC(=O)c1ccc(NC(=O)CSC(=S)N2CCCC2)cc1
i | 0.55 | COc1cc(NC(C)C(=O)N2CC(C)OC(C)C2)cc(OC)c1 (stereo not given)
i | 0.66 | CCN(CC(=O)Nc1ccc2c(c1)OCCO2)C(=O)c1cccc(S(=O)(=O)N2CCOCC2)c1
i | -2.92 | CCC1Oc2ccc(C)cc2N(CC(=O)NCCCN2CCN(Cc3ccccc3)CC2)C1=O (stereo not given)
i | -1.58 | Cc1occc1-c1nnc(SCC(=O)Nc2ccccc2)n1C(C)c1ccccc1 (stereo not given)
i | 0.16 | CC(C)(C)n1cnc2cc(NCc3cccs3)ccc21
i | -0.03 | O=C(NCCc1ccccc1)C1CCN(Cc2cccc3ccccc23)CC1
i | 0.68 | Cc1c(NC(=O)c2ccco2)cccc1-c1nc2cccnc2s1
i | 1.63 | COCc1[nH]nc2c1C(c1ccccc1Cl)C(C#N)=C(N)O2 (stereo not given)
i | 0.27 | CCOC(=O)c1c(NC(=O)COc2ncnc3ccccc23)sc(C)c1C
i | -1.8 | Cc1cccc(N(C(=O)c2snc(C(N)=O)c2N)C(C(=O)NC2CCCC2)c2ccco2)c1 (stereo not given)
i | -0.75 | Cc1cc(NC(=O)c2cccs2)n(-c2nc3ccccc3[nH]2)n1
i | 1.99 | CCOc1ccccc1N=C1NC(=O)CS1
i | -0.02 | COCc1c(C(=O)N2CCc3ccccc32)oc2ccccc12
i | -0.67 | CC12CC3CC(C)(C1)CC(C(=O)N1CCCC1)(C3)C2
i | 0.55 | Cc1cc(C)n(C(C)CNS(=O)(=O)c2ccccc2)n1 (stereo not given)
i | 3.38 | CN(C)c1cc[n+](CC(=O)Nc2ccc(Oc3ccccc3)cc2)cc1
i | -1.17 | Clc1ccc(-c2cc(CSc3cccc(Cl)c3)on2)cc1

High-throughput results as filed in PubChem.
